Screening results (PubChem BioAssay)
KLK5 inh: human KLK5 protease inhibitors, primary screen, biochemical, 1536-well; recombinant hK5, fluorogenic AMC substrate cleavage; AID 873, 2007; inhibition, % at 5 µM; 0.59% of 210,000 active;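 active means inhibition of 40% or more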;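 further: 0% = enzyme controls without compound and 100% = no-enzyme blanks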
Rad51 HR inh: human RAD51 strand exchange inhibitors, primary screen, biochemical, fluorescence; DNA repair protein RAD51 homolog 1 (Homo sapiens), Q06609; hRad51 DNA strand exchange, fluorescence dequenching; inhibition, % at 10 µM; 0.085% of 200,000 active; AID 1385, 2008;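 active means inhibition above 40% at the single screening dose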;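 further: 0% = DMSO control wells and 100% = blanks with heterologous ssDNA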
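Test system: preformed human Rad51 ssDNA filaments; also added: Donor/quencher-labelled 47-bp dsDNA substrate; doses: 10 µM final, single point; times: 37 °C 15-min filament assembly, 30-min compound preincubation, 15-min exchange; detection: FRET fluorescence dequenching, excitation 485 nm, emission 520 nm; read-out basis: Fluorescence-based percent inhibition, control- and blank-normalised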
eIF4E-4G inh: eIF4E–eIF4G protein interaction inhibitors, primary screen, biochemical, uHTS, TR-FRET, eIF4GI fragment | AID 782, 2007 | inhibition, % at 21.7 µM | 0.37% of 220,000 active | TR-FRET eIF4E-eIF4GI(517-606) binding, 2 h;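 active means inhibition above about 30%, limit read from the data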;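 further: 0% = full FRET control wells and 100% = background wells lacking eIF4GI fragment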
14-3-3 Bad PPI: inhibitors of 14-3-3 zeta/Bad binding, primary screen, biochemical, TR-FRET, bovine 14-3-3 zeta; TR-FRET 14-3-3zeta/Dy647-pBad peptide displacement, 1 h; AID 781, 2007; 0.71% of 220,000 active; inhibition, % at 21.7 µM;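 active means inhibition above about 70%, limit read from the data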;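 further: 0% = full 14-3-3 plus peptide FRET controls and 100% = background without 14-3-3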
Target sequence (P63103 whole entry, looked up): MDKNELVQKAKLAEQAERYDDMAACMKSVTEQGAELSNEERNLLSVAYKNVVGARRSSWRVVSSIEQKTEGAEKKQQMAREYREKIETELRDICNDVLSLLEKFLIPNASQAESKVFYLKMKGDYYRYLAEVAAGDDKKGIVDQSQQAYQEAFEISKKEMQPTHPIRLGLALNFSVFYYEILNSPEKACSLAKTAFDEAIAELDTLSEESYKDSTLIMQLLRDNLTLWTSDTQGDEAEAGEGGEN
Wee1 stabilizer: Wee1 degradation inhibitors, primary screen, cell-based, HeLa, Wee1K328M-luciferase, luminescence | Wee1-like protein kinase (Homo sapiens), P30291 | HeLa Luc-Wee1K328M stability; 100% = proteasome inhibitor MG132 effect | reporter increase, % at 5 µM | 1.2% of 220,000 active;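 active means activation above the mean of all tested compounds plus 3 SD, set per screening run, cut at about 8.8% in these data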;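 further: cells exposed to compound for 20 h before luminescence read; 0% = DMSO alone and 100% = MG132 at 30 µM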
MDM2 E3 inh: MDM2-luciferase reporter signal enhancers, primary screen, MDM2 E3 ligase inhibitor project, cell-based, luminescence, 1536-well; E3 ubiquitin-protein ligase Mdm2 (Homo sapiens), Q00987; cell-based MDM2 ubiquitination luciferase reporter, 2 h; 0 = plate control, 100 = twice control, blank-subtracted; signal enhancement, % at 5 µM; 0.11% of 210,000 active; AID 1230, 2008;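 active means signal enhancement of 30% or more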;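 further: luminescence tracks abundance of the self-degrading MDM2-luciferase fusion protein; higher signal means inhibition of MDM2 E3 ligase activity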
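Buffer or medium: Cells held in DMEM | Assay system: Stable mammalian line carrying autodegrading MDM2–luciferase fusion reporter | Quantity: 2000 cells/well | Times: 4 h settle plus 2 h compound, 37 °C | Doses: One concentration, 5 µM, with 0.2% DMSO | Technique: Luminescence with SteadyLite reagent, 15 min at room temperature | Benchmarks: Plate controls and plate blanks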
p97 inhibitor: inhibitors of human p97 ATPase, primary screen, biochemical | Transitional endoplasmic reticulum ATPase (Homo sapiens), P55072 | recombinant p97 ATPase, Kinase-Glo ATP luminescence, 3 h | inhibition, % at 8 µM | 0.42% of 220,000 active | AID 1481, 2009; in the data active means inhibition above about 15%;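 further: 0% = DMSO vehicle and 100% = wells lacking enzyme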
Target sequence (P55072 whole entry, looked up): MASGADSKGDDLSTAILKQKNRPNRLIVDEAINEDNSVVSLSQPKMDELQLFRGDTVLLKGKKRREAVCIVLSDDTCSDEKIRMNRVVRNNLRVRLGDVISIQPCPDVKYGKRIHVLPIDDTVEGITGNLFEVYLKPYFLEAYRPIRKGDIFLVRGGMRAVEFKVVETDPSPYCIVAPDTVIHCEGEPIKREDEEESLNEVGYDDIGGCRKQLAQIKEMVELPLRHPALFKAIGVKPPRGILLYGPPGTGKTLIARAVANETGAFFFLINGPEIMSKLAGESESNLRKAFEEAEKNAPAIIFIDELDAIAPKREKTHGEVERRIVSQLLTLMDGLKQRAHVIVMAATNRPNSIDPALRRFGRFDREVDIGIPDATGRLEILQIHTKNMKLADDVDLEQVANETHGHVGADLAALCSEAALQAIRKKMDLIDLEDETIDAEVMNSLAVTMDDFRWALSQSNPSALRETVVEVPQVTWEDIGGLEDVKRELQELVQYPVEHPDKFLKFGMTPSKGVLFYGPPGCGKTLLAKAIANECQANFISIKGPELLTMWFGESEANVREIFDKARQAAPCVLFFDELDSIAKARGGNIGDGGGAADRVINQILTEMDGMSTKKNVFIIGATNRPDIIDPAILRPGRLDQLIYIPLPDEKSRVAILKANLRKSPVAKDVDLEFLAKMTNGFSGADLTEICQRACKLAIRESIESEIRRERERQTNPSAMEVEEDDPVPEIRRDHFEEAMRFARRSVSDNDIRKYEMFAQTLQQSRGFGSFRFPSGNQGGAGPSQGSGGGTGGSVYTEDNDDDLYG
FXIIa inh: human FXIIa protease inhibitors, primary screen, biochemical, 1536-well; purified FXIIa, Boc-QGR-AMC fluorogenic substrate, 2 h; AID 800, 2007; 0.3% of 220,000 active; inhibition, % at 5 µM; Coagulation factor XII (Homo sapiens), P00748; in the data active means inhibition above about 40%;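 further: 0% = enzyme with no compound and 100% = blank without enzyme; many of its hits are not listed in these tables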
FXIa inh: human FXIa protease inhibitors, primary screen, biochemical, 1536-well | Coagulation factor XI (Homo sapiens), P03951 | purified FXIa, Boc-Glu-Ala-Arg-AMC fluorogenic substrate | inhibition, % at 5 µM | 0.14% of 220,000 active | AID 798, 2007;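 active means inhibition of at least 40%; inactive means inhibition below 40%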;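 further: fluorescence of freed AMC excited at 355 nm; 0% = enzyme without compound and 100% = no enzyme blank; many of its hits are not listed in these tables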
* hit, by the source's call; . = no result given; [ ] = dose if it differs, or a comment. Outcome played no part in choosing rows. About 3.5% of those tested had a hit in this group.

Molecule	KLK5 inh	Rad51 HR inh	eIF4E-4G inh	14-3-3 Bad PPI	Wee1 stabilizer	MDM2 E3 inh	p97 inhibitor	FXIIa inh	FXIa inh
CC1CCCN(C(=O)COC(=O)c2ccc[nH]c2=O)C1 (configuration not stated)	-2.7	-6.7	-1.9	-0.3	0.3	-6.1	3.3	4.4	-14.6
COC(=O)CN1CCN(C(c2ccccc2)c2ccccc2)CC1	-5.5	1.2	-3.3	-1.0	1.1	-11.1	-0.7	8.2	-7.9
Cc1cccc(N(CC(=O)NC2CCCC2)C(=O)CS(=O)CC(=O)Nc2ccc3c(c2)OCO3)c1 (configuration not stated)	-13.2	4.8	2.6[fluorescence artefact?]	-5.0	-0.3	-11.2	2.5	14.3	-4.3
Cc1cccc2c(=O)cc(C)n(CC(N)=O)c12	2.3	-11.8	-2.2	4.8	0.8	-5.9	8.9	3.5	1.4
CN1CCN(c2cc(-c3ccccc3)nc3cc(-c4ccc(F)cc4)nn23)CC1	-79.4	-4.8	2.0	-10.7	-2.1	-6.7	-0.3	-10.9	-5.3
CCN1C(=O)/C(=C/c2ccc(C)s2)NC1=S	-1.5	5.5	3.0	-23.5[fluorescence artefact?]	-1.2	-9.6	2.2	4.4	-1.1
O=C(Nc1nc(-c2cccs2)c(-c2cccs2)s1)C1(c2ccccc2)CC1	-6.8	-2.6	-2.9	0.7	-4.0	-2.5	2.3	-0.6	4.7
CCC1(c2ccc(Cl)cc2)NC(=S)N(c2ccccc2)N1 (configuration not stated)	-5.8	1.3	-0.8	-5.3	-2.9	-12.4	2.8	4.5	6.8
CCC1CCCCN1CCCNC(=O)c1cn(CC(C)C)c(=O)c2cc(OC)c(OC)cc12 (configuration not stated)	-2.2	-1.1	6.6	-1.6	-1.5	-20.3	-5.0	19.3	7.3
O=[N+]([O-])c1ccccc1SN(Cc1ccccc1)c1ccccn1	-6.7	-4.0	-1.4	4.1	-0.8	4.6	5.8	4.4	1.5

Reprinted from the part before: 2 entries, then new ones.
Molecule	KLK5 inh	Rad51 HR inh	eIF4E-4G inh	14-3-3 Bad PPI	Wee1 stabilizer	MDM2 E3 inh	p97 inhibitor	FXIIa inh	FXIa inh
CCC1CCCCN1CCCNC(=O)c1cn(CC(C)C)c(=O)c2cc(OC)c(OC)cc12 (configuration not stated)	-2.2	-1.1	6.6	-1.6	-1.5	-20.3	-5.0	19.3	7.3
O=[N+]([O-])c1ccccc1SN(Cc1ccccc1)c1ccccn1	-6.7	-4.0	-1.4	4.1	-0.8	4.6	5.8	4.4	1.5
O=C1C(Cl)=C(NCCc2ccccc2)C(=O)N1CCc1ccccc1	2.3	3.2	.	.	5.5	-0.2	-1.6	5.7	-1.3
O=C(/C(=N/N=C/c1ccc(O)c(O)c1O)c1ccccc1)c1ccccc1	-34.6	.	8.7	-5.6[fluorescence artefact?]	2.2	.	3.0	9.7	3.8
COc1ccc(C2c3c(oc4ccccc4c3=O)C(=O)N2c2ccc(C)cn2)cc1OC (configuration not stated)	-3.1	0.8	-0.9	-4.3	-1.9	-4.5	9.6	10.5	-0.5
COC(=O)c1cccc(C23CC4(C2)[C@H](CN(Cc2cccnc2)[C@@H]4c2ccccc2)C3c2ccc(C(F)(F)F)cc2)c1 (some centres not stated)	-3.8	-0.3	-1.2	-1.5	.	-3.8	.	1.1	-2.0
CNC(=O)c1csc(-c2ccncc2)n1	-18.7	-2.5	1.3	-5.1[fluorescence artefact?]	-1.4	8.4	2.6	14.2	-0.1
CC(C)CCn1c(CN2CCN(Cc3ccccc3)CC2)nc2c1c(=O)[nH]c(=O)n2C	-26.2	-1.4	11.3	-5.1	-1.2	-20.4	-7.9	27.1	21.7
Fc1ccc(Nc2nnns2)cc1	0.0	-7.2	0.0	-4.8	-1.0	-6.6	-4.1	-2.0	-12.8
C/C(=N\O)C(=O)NCCCn1ccnc1	-4.3	-7.9	-3.3	-1.0[fluorescence artefact?]	-1.6	-9.2	-0.7	3.7	4.9
O=S(=O)(c1ccc(C(F)(F)F)cc1)N1CCCN(c2ccc(C(F)(F)F)cn2)CC1	-8.6	-31.4	2.5	-0.8	-0.4	-2.5	-1.2	4.2	3.3
CC(C)(CN1CCC(Cc2ccccc2)CC1)NS(=O)(=O)c1ccccc1	0.7	-11.1	-2.9	3.0	-3.4	3.6	-10.9	-7.1	-5.1
COc1ccc(C(=O)Nc2c(C)ccc3nsnc23)cc1[N+](=O)[O-]	0.4	-4.8	-2.8	-3.9	-1.5	-3.9	0.1	9.6	21.5
COC(=O)CN(C(=S)Nc1ccc(F)cc1)C1CC(=O)N(c2ccc(OC)cc2)C1=O (configuration not stated)	-19.6	2.2	1.4	5.1	0.1	-1.9	-0.3	9.5	4.9
CCC1=NN(C(=O)COc2ccccc2)C(O)(c2ccncc2)C1 (configuration not stated)	-1.7	10.3	1.0	-13.7	-2.1	10.6	3.7	3.0	-4.9
COc1cccc(NC(=O)CN(Cc2ccccc2)S(C)(=O)=O)c1	-13.9	3.2	21.3[fluorescence artefact?]	9.0	-3.8	8.9	3.5	7.1	4.6
Cc1onc(-c2cccc(Cl)c2Cl)c1C(=O)O/N=C(\N)c1ccc([N+](=O)[O-])o1	5.8	13.0	2.7	-1.1	-3.6	-44.4	-3.9	-0.7	1.5
CC1(C(=O)NCc2ccccn2)C=CCN1C(=O)c1ccccc1 (configuration not stated)	-6.5	5.0	-0.2	-1.9	-2.8	.	7.5	30.7	18.8
O=[N+]([O-])c1ccc(Cc2nnc(-c3ccc(F)cc3)o2)cc1	-16.8	4.2	0.2	-3.2	2.3	7.6	3.1	5.3	13.1
CCOC(=O)c1sc(NC(=O)/C=C/c2cnn(C)c2C)c(C(=O)OCC)c1C	8.5	.	-14.9	32.7	-2.7	-20.9	0.3	5.8	0.2
O=C(NCc1ccccc1)c1ccccc1Br	18.1	-1.5	-0.6	-12.6	-1.9	-4.8	-0.1	10.7	-1.4
CCC1(N(C(C)=O)c2ccc(OC)cc2)C(=O)c2ccccc2C1=O	-17.6	-1.9	-0.2	3.6	-2.3	-22.3	4.7	0.8	-4.2
COc1ccc(NC(=O)CN(C)CC(=O)Nc2ccc(Cl)cc2F)cc1	-12.0	-22.2	0.2	-0.7	1.0	-9.5	-0.8	1.1	-3.9
CCOC(=O)C1=C(C)NC(C)=C(C(=O)OCCNC(=O)c2cccnc2)C1c1cccc([N+](=O)[O-])c1 (configuration not stated)	2.2	5.4	-28.6	6.8	-1.1	-18.0	-8.1	16.5	14.9
Cc1ccc(S(=O)(=O)CCC(=O)OCc2ccc(Cl)cc2)cc1	52.6*	18.1	-27.4[fluorescence artefact?]	16.9	3.6	-11.7	-10.5	29.0	16.4
O=C(CCCN1C(=O)c2cccc3cccc(c23)C1=O)NCCN1CCOCC1	-2.6	-16.9	3.5	6.2	-0.5	-7.0	5.2	4.2	-1.8
CC(=O)c1ccc(NC(=O)c2ccn(C(=O)OCC(C)C)n2)cc1	-11.6	11.2	5.0[fluorescence artefact?]	-15.8[fluorescence artefact?]	3.0	1.5	-5.6	21.3	7.5
NS(=O)(=O)c1ccc(NC(=O)c2ccc(COc3ccccc3)o2)cc1	13.3	-2.6	-2.2	-13.8	7.2	-32.4	-1.1	10.0	-1.2
Cc1cc(C)nc(/N=C2/NC(=O)CS2)n1	1.1	-13.1	4.5[fluorescence artefact?]	18.3[fluorescence artefact?]	1.3	-15.7	4.6	-15.9	-14.6
O=C(COC(=O)c1cccc2ccccc12)Nc1cccnc1Cl	13.7	-3.7	4.2	7.3	2.1	-5.5	-9.5	3.0	-3.9
Cc1cc(C(=O)Nc2nc3c(s2)CCCC3)cs1	-0.2	-1.6	0.1	-4.2	5.8	-66.8	-5.1	-4.3	-12.1
Cn1c(SCC(=O)NCCN2C(=O)CSC2=O)nc2ccccc2c1=O	-13.5	0.2	5.1	-1.8	-0.5	-8.1	5.8	12.6	1.9

Copied from the list.
p97 inhibitor, Cn1c(SCC(=O)NCCN2C(=O)CSC2=O)nc2ccccc2c1=O stands at 5.8
MDM2 E3 inh, C/C(=N\O)C(=O)NCCCn1ccnc1 stands at -9.2

The list goes on.
Molecule	KLK5 inh	Rad51 HR inh	eIF4E-4G inh	14-3-3 Bad PPI	Wee1 stabilizer	MDM2 E3 inh	p97 inhibitor	FXIIa inh	FXIa inh
Cc1ccc(CN(Cc2cc3cc4c(cc3[nH]c2=O)OCCO4)Cc2nnnn2Cc2ccco2)cc1	-18.7	.	-17.1[fluorescence artefact?]	-4.7	-1.7	-18.4	3.1	10.8	1.5
COc1ccc(N2C(=O)CC(N(C)CCc3ccc(OC)c(OC)c3)C2=O)cc1 (configuration not stated)	-1.2	19.6	0.2	-2.5	-3.2	-6.5	8.3	9.9	-0.5
CCOC(=O)C1CCN(c2ccc(Cl)nn2)CC1	-13.4	0.2	-11.0	-9.3	-0.5	-7.5	-1.4	0.3	-1.2
CC(C(=O)NC1CCCCC1)N1CCN(C)CC1 (configuration not stated)	1.4	-1.2	-10.5	32.6	5.2	.	6.4	8.1	-2.8
O=C(C(Cc1ccccc1)N1C(=O)C2C3C=CC(C3)C2C1=O)N1CCCCC1 (configuration not stated)	1.3	0.7	-1.5	-4.7	-0.1	-7.9	-2.7	-3.4	-12.0
O=C1CCC/C(=N/NC(=O)C2CCN(S(=O)(=O)c3cccs3)CC2)C1	-7.1	.	4.2	-3.8[fluorescence artefact?]	-0.7	-9.0	2.8	1.8	2.3
CCCOc1ncnc2c1sc1nc3c(cc12)COC(C)(C)C3	-0.6	0.4	-3.9	4.3	0.0	2.2	-0.9	6.0	-4.3
NS(=O)(=O)c1ccc(Nc2ccc3nonc3c2[N+](=O)[O-])cc1	-0.1	11.1	-1.0	5.4	-1.1	-12.2	-3.9	5.7	-2.8
Cc1cccc(NC(=O)NC(C)C(c2cccs2)N2CCOCC2)c1 (configuration not stated)	-24.3	-4.1	-2.0	1.5	-1.1	-11.4	-0.5	-2.2	-8.7
CCOC(=O)c1nc(-c2ccccc2)oc1N(C)C	-33.5	5.5	.	.	-1.4	-15.8	3.1	-27.0	-21.5
CCN(CC)CCC#CC(O)(c1ccccc1)c1ccccc1	-14.7	4.0	14.3	-10.7	-0.5	12.5	-1.5	6.1	-3.6
CCOc1ccc(N2CC(C(=O)Nc3ccc(N4CCOCC4)cc3)CC2=O)cc1 (configuration not stated)	-0.4	2.6	-0.2	-7.3	6.2	5.0	-0.7	13.5	9.6
CC(c1ccon1)N(C)Cc1cn[nH]c1-c1ccc(F)cc1F (configuration not stated)	-2.9	.	0.4	-7.2	-0.5	-15.9	5.9	0.8	-1.1
